Screening data as filed in PubChem BioAssay.
NR3A LBD binder = modulators (binders) of human NR3A ligand-binding domain | NR3A LBD differential scanning fluorimetry, Tm shift; 0% = protein alone, 100% = glycine-bound protein | Tm shift relative to glycine control, % at 25 µM | hit rate 2.5% among 340,000;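 active means melting temperature shift of at least 10% of the positive control shift, at one fixed dose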
MPTP inh = blocks calcium-induced mitochondrial swelling; isolated mouse mitochondria, Ca2+ swelling absorbance, 30 min; inhibition, % at 10 µM; hit rate 1.4% among 360,000; AID 602449;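 active means inhibition of 50% or more, scaled per plate between neutral and stimulator controls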;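 further: 0% = DMSO wells given calcium and 100% = 1 mM EGTA wells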
SENP1 FRET inh = inhibitors of human SENP1 SUMO protease catalytic domain; inhibition, % at 10 µM; hit rate 0.21% among 360,000; recombinant SENP1 catalytic domain, CyPet-SUMO1-YPet FRET cleavage; Q9P0U3;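 active means inhibition at least 30% at 10 µM, raw YFP signal under a set limit, fluorescence ratio 0.5 to 1.5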;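 further: 0% = enzyme with DMSO and 100% = no enzyme wells; some results filed as inactive read as strong as hits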
Target sequence (Q9P0U3 419-644 limits assumed): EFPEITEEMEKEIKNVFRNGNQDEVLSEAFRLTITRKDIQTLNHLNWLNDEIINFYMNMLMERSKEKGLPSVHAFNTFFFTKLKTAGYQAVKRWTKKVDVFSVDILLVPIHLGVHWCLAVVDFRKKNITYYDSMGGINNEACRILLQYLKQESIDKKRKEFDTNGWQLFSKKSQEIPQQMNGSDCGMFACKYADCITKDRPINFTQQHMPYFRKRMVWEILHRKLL
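Assay system: hSENP1 catalytic domain, recombinant. Amount: SENP1 enzyme, 20 pM final. Schedule: 50 min reaction, RT, dark. Technique: FRET, CFP and YFP emission. Control set: no-enzyme wells low, DMSO-plus-enzyme wells high control.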
SENP6 inh = inhibitors of human SENP6 protease; Recombinant SENP6 catalytic domain, aminoluciferin luminescence; inhibition, % at 10 µM; hit rate 1.8% among 330,000; AID 2599;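 active means inhibition above about 50% at the single tested dose, limit read from the data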;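 further: plate controls were DMSO wells with enzyme for no effect and DMSO wells lacking enzyme for full effect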
hIAP act = increases human intestinal alkaline phosphatase activity; P09923; purified human IAP, CDP-Star luminescence, 30 min; hits give high values; 1 = vehicle-only enzyme, 0 = enzyme-free background; activation factor at 10 µM; hit rate 0.16% among 330,000;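 active means activation factor of the enzyme at least 2-fold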; further: the source names both 10 and 20 µM as test concentration; values of inactives mirror those of a sister screen read the other way
SENP8 inh = inhibitors of human SENP8 protease; hit rate 0.64% among 360,000; recombinant SENP8, Nedd8 substrate fluorescence; inhibition, % at 20 µM; in the data active means inhibition mostly above about 40%, no sharp cut-off; inactive means mostly below about 27%
Target sequence (Q96LD8 whole entry, looked up): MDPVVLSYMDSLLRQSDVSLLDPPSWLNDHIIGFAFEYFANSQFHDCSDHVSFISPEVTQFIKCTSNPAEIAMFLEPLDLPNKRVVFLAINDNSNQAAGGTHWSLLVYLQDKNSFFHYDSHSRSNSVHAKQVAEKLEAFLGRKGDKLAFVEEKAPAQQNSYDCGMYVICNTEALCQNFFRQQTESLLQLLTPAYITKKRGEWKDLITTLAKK
ATG4B inh = inhibitors of human ATG4B cysteine protease; Q9Y4P1; ATG4B cleavage of LC3-PLA2, NBD-HPC fluorescence, 1 h; inhibition, % at 8.33 µM; hit rate 0.51% among 340,000; AID 504462; in the data active means inhibition above about 40%
Target sequence (Q9Y4P1 whole entry, looked up): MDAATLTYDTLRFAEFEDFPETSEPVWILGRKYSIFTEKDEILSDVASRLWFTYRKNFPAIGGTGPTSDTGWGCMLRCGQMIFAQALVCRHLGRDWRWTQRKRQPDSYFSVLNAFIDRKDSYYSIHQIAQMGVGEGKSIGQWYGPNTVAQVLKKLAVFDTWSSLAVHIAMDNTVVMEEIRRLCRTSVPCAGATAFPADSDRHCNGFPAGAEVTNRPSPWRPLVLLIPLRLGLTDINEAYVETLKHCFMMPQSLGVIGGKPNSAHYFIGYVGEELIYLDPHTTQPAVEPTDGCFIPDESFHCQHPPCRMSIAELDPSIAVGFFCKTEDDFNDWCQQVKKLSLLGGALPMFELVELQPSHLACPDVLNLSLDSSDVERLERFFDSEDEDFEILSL
PfG6PD inh = PfG6PD (Plasmodium falciparum) enzyme inhibition; PfGluPho enzyme, NADPH resazurin-diaphorase fluorescence; inhibition, % at 20 µM; hit rate 0.78% among 350,000; AID 504690;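 active means inhibition reaching at least a set limit at 20 µM in the primary screen, cut at about 59% in these data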;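 further: 0% = DMSO wells with substrate and 100% = DMSO wells lacking glucose-6-phosphate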
Active calls of the source: *; / = not tested or not shown.

SMILES	NR3A LBD binder	MPTP inh	SENP1 FRET inh	SENP6 inh	hIAP act	SENP8 inh	ATG4B inh	PfG6PD inh
CC12CCC(=O)N1C(C(=O)Nc1ccc(Br)cc1Cl)CS2 (configuration not stated)	0.5	-1.3	-3.8	-1.2	0.958	3.7	6.5	-0.7
CC(NC(=O)Cn1nc(C(=O)O)c2ccccc2c1=O)C12CC3CC(CC(C3)C1)C2 (configuration not stated)	-0.1	-1.8	1.4	-20.4	0.965	5.8	3.1	-8.7
CC(=O)Nc1ccc(S(=O)(=O)NC2CCSc3ccccc32)cc1 (configuration not stated)	-1.7	-0.4	1.8	-22.2	0.984	-12.3	-9.1	-21.1
Nc1c(Cl)cc(C2=NCCn3c2c2ccc([N+](=O)[O-])cc2[n+]3[O-])cc1Cl	-3.7	-0.9	16.2	-15.0	1.17	7.4	-2.6	15.3
Cc1ccc(C)c(NS(=O)(=O)c2ccc(-c3cnc(C4CC4)o3)cc2)c1	-14.1	5.6	2.7	-15.0	1.12	-6.3	-8.1	1.3
O=C(N/N=C/c1ccc([N+](=O)[O-])cc1)c1cccc(N2CCCC2=O)c1	1.1	0.1	3.5	21.9	0.938	11.1	-11.1	16.1
O=c1[nH]c(O)c(N=Nc2ccc(Cl)c(S(=O)(=O)Nc3ccccc3Cl)c2)c(=O)[nH]1	-2.4	-2.3	-1.7	12.8	0.977	10.3	-2.6	-12.6
CC(=O)N1CCN=C1SCc1ccccc1Cl	1.4	-2.1	6.5	-4.5	1.12	5.5	1.9	-9.5
CCn1ncc(NC(=O)Nc2cccc(C(F)(F)F)c2)c1C(N)=O	0.9	0.5	2.6	11.3	1.29	7.9	0.4	-1.9
Cc1ccc(NC2CCCN(C(=O)CCC3=NNC(=O)CC3)C2)cc1C (configuration not stated)	-2.1	0.5	-1.2	-6.0	1.18	14.9	26.8	0.0
Cc1[nH]nc(SCC(=O)NCCc2ccccc2)c1[N+](=O)[O-]	-2.6	4.4	1.6	8.8	0.916	23.9	-5.1	4.4
[O-][n+]1ccc(CC(O)(C(F)(F)F)C(F)(F)F)cc1	/	0.0	1.3	/	/	13.4	/	-10.4
CCOc1ccc(N(CC(=O)NCc2ccc(Cl)cc2)S(=O)(=O)c2ccccc2)cc1	-4.9	1.2	1.3	-12.1	1.22	-2.9	0.0	10.1
COc1ccc(CNC(=O)C2CCN(S(=O)(=O)N3CCCCC3)CC2)cc1	1.6	0.5	2.9	-14.3	1.12	-15.6	-6.8	-10.7
O=C(/C(=C/c1cccc(Cl)c1)c1nc2ccccc2[nH]1)c1ccccc1	23.0*	84.4*	-5.9	-2.1	1.13	-236.8	0.0	-3.7
CC(C)CN1C(=O)c2ccc(C(=O)NCc3ccc4c(c3)OCO4)cc2C1=O	-0.6	1.8	1.7	1.1	1.07	14.5	-14.8	10.6
Cc1nc2scc(C)n2c(=O)c1S(=O)(=O)Nc1ccc(N2CCN(C(=O)C(C)C)CC2)cc1	5.0	0.0	4.7	-13.3	0.971	9.7	-2.4	-3.5
COc1ccc(-n2cnnc2SCC(=O)N2CCN(S(=O)(=O)c3ccccc3)CC2)cc1	2.8	0.6	1.0	0.8	1.19	22.3	1.9	-15.0
CCOC(=O)C1=C(C)NC(=O)NC1	1.3	-0.1	1.4	-6.0	1.1	21.7	-1.6	3.4
Cc1cccc(N2CCN(S(=O)(=O)c3cccs3)CC2)c1C	1.7	1.8	0.1	-1.8	0.938	5.8	29.8	-4.7
Cc1ncc([N+](=O)[O-])n1CC(C)O (configuration not stated)	0.3	-2.7	-0.1	-4.5	0.88	6.3	4.5	-18.8
CC1=C(C(=O)OC(C)C)[C@@H](c2ccc(C)o2)NC(=O)N1	-1.1	-0.7	-16.6	-7.8	0.875	-0.7	-5.7	-1.2
COc1ccccc1C(=O)C1CCCN(C(=O)C2CCCC2)C1 (configuration not stated)	0.6	0.9	3.6	-10.0	1.01	12.5	-5.6	10.3
Cc1ccc(C)c(-n2nnnc2SCC(=O)Nc2c(C)n(C)n(-c3ccccc3)c2=O)c1	-0.2	5.4	1.2	-3.0	0.977	25.5	-7.0	-3.8
Cc1sc2ncnc(N3CCC(C(=O)Nc4cc(S(C)(=O)=O)ccc4Cl)CC3)c2c1C	0.3	0.2	-5.5	-12.9	0.917	-5.8	2.9	17.5
CCCN(CC(=O)Nc1ccccc1OC)C(=O)CSC(=S)N1CCCC1	-1.0	-0.9	-1.7	-8.9	0.966	6.2	0.2	4.0
COc1ccc(-c2noc(CNC(=O)Nc3ccc(F)cc3)n2)cc1	-3.9	17.9	-2.7	4.6	0.915	11.7	-9.5	4.3
CCCCc1ccc(NC(=O)C(C)CC)cc1 (configuration not stated)	0.0	-1.5	0.4	-22.8	0.948	9.3	-2.2	6.4
O=C(N=C1SC2CS(=O)(=O)CC2N1Cc1ccc(Cl)cc1)C1CC1 (configuration not stated)	0.4	-2.3	-1.9	1.2	1.02	9.8	-10.3	-3.4
COc1ccccc1P(=O)(c1ccccc1)c1ccccc1	2.0	2.0	3.2	-20.7	1.22	12.4	0.6	10.0
COCCn1c(C)cc(C(=O)COC(=O)c2ccc(NC(=O)CC#N)cc2)c1C	-1.5	-4.9	-35.6	7.9	0.99	-44.5	-17.3	8.8
O=C(CCNC(=O)c1ccco1)Nc1ccc(OC(F)(F)F)cc1	0.5	0.5	0.5	-17.9	1.01	3.5	-0.6	-10.7
Cc1noc(C)c1C(=O)Nc1cccnc1	-1.2	2.7	-0.8	-10.6	0.974	8.5	5.8	-19.2
COc1cccc(C2CC(=O)Nc3cc(OC)c(OC)c(OC)c32)c1OC (configuration not stated)	1.1	-5.3	3.4	-2.5	1.14	22.5	-3.6	15.3
O=C(O)C(Cc1ccccc1)NS(=O)(=O)c1ccc2c(c1)OCCO2 (configuration not stated)	1.7	-0.2	0.7	17.4	0.908	20.9	-2.4	-10.0
O=C(Nc1ccccc1C(=O)Nc1ccccn1)c1ccc([N+](=O)[O-])cc1	-1.6	0.3	0.1	6.2	0.888	8.1	-2.5	-2.4
COc1cc(NS(=O)(=O)c2cn(C)cn2)cc(OC)c1OC	5.5	-1.8	3.3	10.8	0.828	5.8	3.3	-3.2
CC(=O)Nc1ccc(C(=O)NNC(=O)C2C3CCCCC32)cc1 (configuration not stated)	-0.3	2.1	2.6	-8.7	1.14	9.0	-4.1	6.7
COCCCNc1oc(-c2ccccc2OC)nc1C#N	2.6	-0.3	0.4	21.1	0.995	-266.6	4.6	-9.3
C[C@H](O)CNC(=O)c1[nH]cnc1C(=O)Nc1ccc(CNC(=O)OC(C)(C)C)cc1	/	-0.8	4.3	/	/	9.6	/	12.9

An excerpt from above, limited to MPTP inh:
Molecule	MPTP inh
O=C(O)C(Cc1ccccc1)NS(=O)(=O)c1ccc2c(c1)OCCO2 (configuration not stated)	-0.2
O=C(Nc1ccccc1C(=O)Nc1ccccn1)c1ccc([N+](=O)[O-])cc1	0.3
COc1cc(NS(=O)(=O)c2cn(C)cn2)cc(OC)c1OC	-1.8
CC(=O)Nc1ccc(C(=O)NNC(=O)C2C3CCCCC32)cc1 (configuration not stated)	2.1

(further entries)
SMILES	NR3A LBD binder	MPTP inh	SENP1 FRET inh	SENP6 inh	hIAP act	SENP8 inh	ATG4B inh	PfG6PD inh
CCCCCCC(=O)Nc1nc(C)c(-c2csc(Nc3ccc(Cl)cc3)n2)s1	-5.3	0.3	-14.7	-9.0	1.13	-124.5	-8.1	23.8
Cc1cc(C)c2nc(N(CCN(C)C)C(=O)c3ccc4ccccc4c3)sc2c1	1.3	1.7	0.1	9.5	1.02	17.8	8.8	14.0
CSc1ccccc1C(=O)N1CCN(c2ccc(F)cc2)CC1	0.1	1.6	0.6	-5.4	1.05	17.5	-4.7	-8.7
CCCCNc1ccc(C(F)(F)F)cc1S(=O)(=O)NCCc1ccc(F)cc1	7.4	26.8	0.1	/	/	-103.4	-6.6	31.6
Cc1ccc(S(=O)(=O)Cc2ccc(C(=O)N3CCC(C(N)=O)CC3)o2)cc1	0.1	-0.8	1.2	-1.5	0.97	8.5	0.7	-7.4
CSc1ccc(Cl)c(C(=O)OCC(=O)N2CCN(C(=O)c3ccco3)CC2)c1	-1.0	-2.3	-2.2	0.1	1.12	-119.3	-1.6	0.1
CCOC(=O)N1CCC(=NNc2ncc(C(F)(F)F)cc2Cl)CC1	0.2	1.1	0.8	-18.2	0.971	9.5	-12.0	-2.2
Cc1cc(=O)[nH]c(COc2ccccc2)n1	-1.5	-0.7	2.7	5.3	1.2	13.5	3.8	9.5
COC(=O)C1=C(C(=O)OC)[C@]2([C@H]3CC=CCN[C@@H](Cc4ccccc4)C(=O)N3Cc3ccccc3)C=C[C@H]1O2	-3.1	-0.3	-0.3	/	/	11.2	-0.4	8.7
O=c1c(C=Nc2cccc(C(F)(F)F)c2)c[nH]n1-c1cccc(Cl)n1	-8.0	0.2	-2.0	-27.7	1.08	29.9	-5.0	-18.9
CCOc1ccc(N2CC(C(=O)NCCN3C(=O)S/C(=C\c4ccc(OC)c(OC)c4)C3=O)CC2=O)cc1 (configuration not stated)	-1.0	1.4	-1.0	4.5	0.952	-46.1	7.7	-3.8
CCC(=O)Nc1ccc(NC(=O)CN2CCCC(C)C2)c(Cl)c1 (configuration not stated)	-2.8	-1.5	0.9	-5.8	0.979	10.0	-14.3	-21.9
CCN(Cc1ccccc1)c1ccc(/C=N/NS(=O)(=O)c2cccc([N+](=O)[O-])c2)cc1	10.4*	4.9	-3.5	3.5	0.95	-47.6	-10.3	-2.6
Cc1ccc(-c2csc(NC(=O)c3cnccn3)n2)cc1C	-0.5	0.8	-2.7	2.8	1.22	14.2	1.5	-5.2
COc1ccc(NC(=O)CS(=O)(=O)Cc2nc(-c3ccc(C)cc3)oc2C)cc1	1.7	-0.7	2.0	1.1	1.15	3.4	-2.8	2.3
COc1ccc(-c2c(C)[nH]n3c(=O)c(Cc4ccccc4)c(C)nc23)cc1OC	-6.0	2.2	-1.4	-17.7	1.17	-277.0	-0.7	-2.5
O=C(CCCC(=O)OCC(Cl)=C(Cl)Cl)Nc1cccc(F)c1	-7.5	3.2	-2.6	-6.2	1.04	13.2	2.9	16.2
CSc1ccccc1C(=O)OCC(=O)Nc1ccc(N2CCOCC2)cc1	0.5	-0.6	3.3	-2.3	1.1	10.3	-3.8	3.4
COc1ccc([C@H]2/C=C\CN(C(=O)CC(C)(C)C)[C@@H](C)C(=O)N2Cc2ccc(F)cc2)cc1	-1.0	-2.4	2.9	2.2	0.823	7.4	-3.2	24.8
O=c1c2ccccc2c(/C=N/n2cnnc2)c(O)n1-c1ccccc1F	-7.2	0.7	-27.1	7.1	0.946	-345.4	6.5	14.4
C=Cc1cnc([N+](=O)[O-])n1C	/	0.9	1.9	/	/	26.3	/	13.0
COc1ccc(NC(=O)C(=O)NNC(=O)COc2ccc(Cl)cc2)c(OC)c1	0.3	1.2	0.6	4.8	1.46	10.4	5.1	-27.2
O=C(O)C(Cc1ccccc1)N1C(=O)/C(=C/c2cccs2)SC1=S (configuration not stated)	-0.2	1.2	-2.8	-7.0	0.915	41.1*	21.9	10.8
Nc1nnc(SCC(=O)NN2C(=O)NC3(CCCCC3)C2=O)s1	-1.9	-1.2	-0.1	-6.6	1.03	12.4	9.0	-6.7
COc1ccc(CNC(=O)C2CCN(S(=O)(=O)c3ccc(SC)cc3)CC2)cc1	1.0	-3.7	0.3	4.3	0.957	15.8	-7.7	6.3
Cc1cc(C(=O)Nc2ccccc2C#N)n(-c2ccccc2)n1	-0.8	-1.0	1.8	-2.6	1	-8.5	0.8	-7.0
COc1ccccc1S(=O)(=O)N(C)C[C@H]1OCc2cnnn2CCCC(=O)N([C@@H](C)CO)C[C@@H]1C	/	0.0	1.2	/	/	-4.9	/	6.5
